Screens from PubChem BioAssay.
HIV RNase H inh: HIV-1 RT RNase H inhibitors, primary screen, biochemical, fluorescence; Gag-Pol polyprotein (Human immunodeficiency virus type 1 group M subtype B (isolate …; inhibition, % at 10 µM; 65,000 tested, 1.9% active; RT-RNase H RNA/DNA duplex cleavage; in the data active = inhibition above about 50%
RmlCD inh mix: RmlC and RmlD coupled enzyme inhibitors, primary screen, biochemical, 384-well, compound mixtures, retest; RmlC/RmlD coupled enzyme inhibition, 384-well mixture HTS; inhibition, % at 5.5 µM; 110,000 tested, 0.39% active; in the data active = inhibition above about 30%, passing the limit was not always enough; inconclusive = no clear call, values can overlap the other calls; also: strong numbers were not always called active
* hit, by the source's call; i = inactive; u = inconclusive; x = no result given. Only part of the results is shown; count on the stated rates, not on these rows.

SMILES | HIV RNase H inh | RmlCD inh mix
O=C(Nc1ccn(Cc2c(F)c(F)c(F)c(F)c2F)n1)c1cccc(Cn2cc([N+](=O)[O-])cn2)c1 | x | -11
CCCCOC(=O)Nc1ccccc1C(=O)N1CCCC1 | 9 | x
CCOc1ccc(C2NC(=O)C(C#N)=C(S)N2c2ccc(OC)cc2)cc1OC (stereo unspecified) | x | -11
CCOc1ccc(-c2nc(-c3ccc(OC)cc3)no2)cc1OCC | -16 | -6
CN(C)C(=O)CCc1nc(-c2ccc(C(C)(C)C)cc2)no1 | 19 | -14
Cc1ccc(C(=O)CN(C(=O)c2ccc(Cl)c(Cl)c2)N2C(=O)C3CCCCC3C2=O)cc1C (stereo unspecified) | x | -2
CCC(=O)N1c2ccc(S(=O)(=O)CCC(=O)NCc3cccs3)cc2CC1C (stereo unspecified) | x | 21
CCO[C@@H]1OC(C(=O)Nc2ccccc2)=C[C@H](c2ccc(C(F)(F)F)cc2)[C@H]1CCCO | x | 6
Cc1cc(O)c(C=Nc2ccc(Cl)cn2)c(=O)o1 | x | 4
CCOC(=O)c1c(C)[nH]c(C(=O)CSc2nnc(-c3ccncc3)n2CC)c1C | x | 9
CC(C)(C)C(=O)Nc1ccccc1C(=O)NCc1ccco1 | -2 | -19
O=C(O)C1CCCN1S(=O)(=O)c1ccc(Br)s1 (stereo unspecified) (tested in a mixture with another compound) | -14 | -15
CC(CN1CCCCC1)OC(=O)c1cc2ccccc2o1 (stereo unspecified) | -13 | 12
CC(=O)N1CCN(c2ccc(NC(=O)c3ccccc3Br)cc2Cl)CC1 | -5 | 14
CC(C)(C)NC(=O)Cc1ccc(S(=O)(=O)N2CCCC2)s1 | x | -7
CC1(c2ccccc2)NC(=O)N(CC(=O)Nc2ccc3c(c2)OCO3)C1=O (stereo unspecified) | x | 12
CCc1ccccc1N(CC(=O)N/N=C/c1ccc(OC(=O)OC)c(OC)c1)S(C)(=O)=O | x | -19
Cc1nonc1OCCNC(=O)C12CC3CC(CC(C3)C1)C2 | 2 | 17
CC(C)Cc1nc(N2CCN(C(=O)Cc3ccccc3)CC2)c(C#N)c2c1COC(C)(C)C2 | 3 | x
CCN(CC)C(=O)CCNS(=O)(=O)c1ccc(C)cc1 | x | -20

The last seven entries of the section before are carried over, then new ones follow:
SMILES | HIV RNase H inh | RmlCD inh mix
CC(=O)N1CCN(c2ccc(NC(=O)c3ccccc3Br)cc2Cl)CC1 | -5 | 14
CC(C)(C)NC(=O)Cc1ccc(S(=O)(=O)N2CCCC2)s1 | x | -7
CC1(c2ccccc2)NC(=O)N(CC(=O)Nc2ccc3c(c2)OCO3)C1=O (stereo unspecified) | x | 12
CCc1ccccc1N(CC(=O)N/N=C/c1ccc(OC(=O)OC)c(OC)c1)S(C)(=O)=O | x | -19
Cc1nonc1OCCNC(=O)C12CC3CC(CC(C3)C1)C2 | 2 | 17
CC(C)Cc1nc(N2CCN(C(=O)Cc3ccccc3)CC2)c(C#N)c2c1COC(C)(C)C2 | 3 | x
CCN(CC)C(=O)CCNS(=O)(=O)c1ccc(C)cc1 | x | -20
O=C(Nc1ccccc1)Nc1cccc2cccnc12 | -9 | -17
CC1=NN(C(C)C)C(=O)C1 | x | -7
COc1cc(NC(=O)CSc2ncccc2C(=O)OC(C)C)cc(OC)c1 | x | 4
COc1ccc2cc(C(=O)Nc3c(C)n(C)n(-c4ccccc4)c3=O)sc(=O)c2c1OC | -8 | x
COc1ccc2nc(NC(=O)CCc3nc(-c4ccccc4F)no3)sc2c1 | 15 | 3
Cc1ccc(S(=O)(=O)Nc2ccc(-c3nnc(SCC#N)n3C)cc2)cc1 | -22 | -10
CCN(CC)C(=O)CSc1nc(-c2ccc(C)cc2)nc2c1COC(C)(C)C2 | x | 4
Cc1nnc(NC(=O)C2c3ccccc3Oc3ccccc32)s1 | x | 7
O=C(Cc1ccccc1)NC1CCN(S(=O)(=O)c2cccc(F)c2)CC1 | -5 | -15
Cc1nnc(SCC(=O)NC2CCCCC2)n(N)c1=O | x | 2
CC(=O)Nc1cccc(NC(=O)CSc2nnnn2C)c1 | 1 | 5
O=C(Cn1ccc2ccccc2c1=O)NCCC(=O)Nc1ccc2c(c1)OCCO2 | 0 | u
Cc1csc(SCC(=O)Nc2nc(-c3ccccc3)cs2)n1 | -37 | -12
COc1cccc2[nH]c3c(N4CCCCC4)ncnc3c12 | 3 | 14
Cc1oc(-c2ccccc2F)nc1CS(=O)(=O)CC(=O)NC1CCCC1 | -8 | -14
COCCNC(=O)c1ccc2c(c1)NC(=O)CS2 | 1 | -49
O=C1C(Cl)=C(NCCCO)C(=O)c2ccccc21 | x | 8
CC1(C)O[C@H]2OC([C@H](O)CON3C(=O)c4ccccc4C3=O)[C@H](O)[C@H]2O1 (stereo partly specified) | x | -71
Brc1ccc(-c2noc(CCc3ccccc3)n2)o1 | -37 | 4
CCOC(=O)c1ccc(-c2ccc(C(=O)Nc3cccnc3)o2)cc1 | 0 | 14
O=C(CNC(=O)Cc1ccccc1)NCC(=O)OCC(=O)c1cccc2ccccc12 | x | -12
Cn1c(SCC(=O)Nc2ccc3cn[nH]c3c2)nnc1-c1cccs1 | -2 | -18
COc1cccc(C2C(C#N)=C(N)Oc3cc(C)n(Cc4ccco4)c(=O)c32)c1 (stereo unspecified) | 5 | 9
Cc1ccc(CNC(=O)C2CCN(S(=O)(=O)c3c(C)noc3/C=C/c3ccco3)CC2)cc1 | x | 185
CCCc1cc(=O)[nH]c(SCC(=O)N(C)CC(=O)Nc2ccc(C)cc2)n1 | -7 | 2
CCOc1ccccc1CN1C(=O)c2ccccc2C1C(=O)NC(C)CC (stereo unspecified) | x | -6
Cc1cc(C)nc(NC2=NCC(=O)N2c2ccccc2Br)n1 | -3 | 17
COc1ccc(N2CCN(CCNC(=O)c3cccn4c(=O)c5ccc(Cl)cc5nc34)CC2)cc1 | 8 | x
CCn1c(CSc2nc(C)cc(C)n2)nnc1SCC(=O)Nc1nc(-c2ccccc2)cs1 | 0 | -16
CCOc1ccc(NC(=O)CN2CCN(CC(=O)c3ccc(OCC)cc3)CC2)cc1 | 0 | 7
Cc1cc(C)n(-c2nc(-c3ccc(Cl)c(Cl)c3)cs2)n1 | x | -18
Cc1ccc(-c2nn(CC(N)=O)c(=O)c3ccccc23)cc1S(=O)(=O)N(C)C | x | -12
Cn1c(NCC(O)c2ccccc2)nc2c1c(=O)n(Cc1ccc(Cl)c(Cl)c1)c(=O)n2C (stereo unspecified) | -9 | -8
Cc1ccccc1OCC(=O)NC(=S)Nc1ccc(S(=O)(=O)NC2CCCCC2)cc1 | x | -15
CC(=O)C1=C(C)N(Cc2ccccc2)C(=O)N[C@H]1c1cccc(F)c1 | x | 6
Cc1ccccc1N1C(S)=C(C#N)C(=O)NC1c1cccs1 (stereo unspecified) | x | -13
CCCCn1c(SCC(=O)NCc2ccco2)nc2ccc(N3CCOCC3)cc2c1=O | 36 | 0
COCCOC(=O)c1c(C)n(C)c2ccc(OC(=O)C3CC3)cc12 | -14 | 5
COc1ccc(NC(=O)CN(C2CCCCC2)S(C)(=O)=O)cc1OC | 0 | 11
Cc1cc(Br)ccc1NCc1ccccn1 | x | 10
CCCn1c(N)c(Sc2ccc(Cl)cc2)c(=O)n(CCC)c1=O | -11 | -9
CCOc1ccc(NC(=O)CCCc2cc(-c3ccc(OCC)cc3)on2)cc1 | x | 9
COc1ccccc1OCC(=O)Nc1nc(-c2ccc(S(=O)(=O)N3CCOCC3)cc2)cs1 | x | -14
COC(=O)COc1cc(Br)c(/C=C2/SC(=O)N(CC(=O)N3CCCC3)C2=O)cc1OC | x | -4
O=C(O)c1cccc2c1C(=O)N(Cc1ccncc1)C2 | -7 | 4
COC(=O)c1ccc(C23CC4(C2)[C@H](CN(Cc2cccnc2)[C@@H]4c2ccccc2)C3c2ccc(C(F)(F)F)cc2)cc1 (stereo partly specified) | x | -10
COc1ccccc1N1CCN(C(=O)CSc2nc3ncnc(N)c3[nH]2)CC1 | -5 | 7
O=C(Nc1ccc(Cl)cc1C(=O)N1CCOCC1)c1ccco1 | 0 | -9
COc1ccc(OC)c2[nH]c(=O)c(CCNC(C)=O)cc12 | -10 | 2
COc1ccc(OCc2ccc(C(=O)NN)cc2)cc1 | x | -11
Clc1ccc(CN2CCN(c3ncnc4scc(-c5cccs5)c34)CC2)cc1 | x | -57
CCCC1C(C#N)=C(N)Oc2n[nH]c(C(C)(C)C)c21 (stereo unspecified) | -4 | -15
CCc1nnc(NC(=O)c2c(O)c3cccc4c3n(c2=O)CC4)s1 | -6 | x
Cc1cc(=O)[nH]c(-n2nc(C)c(Oc3ccccc3O)c2C)n1 | -1 | -14
CCn1cc([N+](=O)[O-])c(C(=O)Nc2ccn(Cc3ccccc3F)n2)n1 | x | 7
COc1ccccc1CNS(=O)(=O)c1c(C)noc1C | 6 | 6
COc1ccc(-c2nnc(SCC(=O)c3ccco3)n2-c2ccccc2)cc1 | 0 | -2
COc1ccc(Nc2nnc(SCc3cc(=O)n4ccsc4n3)s2)cc1 | x | 4
O=C(Nc1cccc(OC(=O)c2cccnc2)c1)c1cccnc1 | x | -10
CCC(=O)N1CCc2cc(Br)cc(S(=O)(=O)NCc3ccco3)c21 | -7 | 8

Record cards (already shown). Order of screens: HIV RNase H inh | RmlCD inh mix
Listed for CCCc1cc(=O)[nH]c(SCC(=O)N(C)CC(=O)Nc2ccc(C)cc2)n1 = -7 | 2
Listed for O=C(CNC(=O)Cc1ccccc1)NCC(=O)OCC(=O)c1cccc2ccccc12 = x | -12
Listed for Cc1oc(-c2ccccc2F)nc1CS(=O)(=O)CC(=O)NC1CCCC1 = -8 | -14
Listed for CCN(CC)C(=O)CCNS(=O)(=O)c1ccc(C)cc1 = x | -20

(list continues)
SMILES | HIV RNase H inh | RmlCD inh mix
O=Nc1c(O)n(Cc2ccc(Cl)c(Cl)c2)c2ccccc12 | x | -5
CCCN(CCC)C1=N/C(=C\c2ccco2)C(=O)N1c1ccccc1 | x | -12
CCNC(=O)COC(=O)/C=C/c1ccccc1[N+](=O)[O-] | x | 7
O=C1NCCN2CCCC12 (stereo unspecified) | -5 | 6
Cn1c(=O)cc(SCC(=O)NCc2ccco2)c2ccccc21 | 0 | 7
C[C@@H](C(=O)O)[C@@H]1C[C@@]1(C)[C@@H](NC(=O)OCc1ccccc1)c1ccccc1 | x | 9
CC(Cc1ccccc1)C(=O)N[C@@H](CO)Cc1ccccc1 (stereo partly specified) | x | -11
CCN(CC)C(=O)CSc1nnc(CNc2ccc(F)cc2)n1Cc1ccco1 | x | -10
O=C1c2cccc3c(Cl)ccc(c23)C(=O)N1O | -12 | 9
N#Cc1ccccc1CSc1nc(N2CCCCC2)nc(N2CCCCC2)n1 | 0 | -21
CC1CCN(C(=O)c2ccc(C(=O)N3CCC(C)CC3)cc2)CC1 | 4 | x
O=C(COc1cc(O)c2c(=O)cc(-c3ccccc3)oc2c1)c1ccc(F)cc1 | x | 6
C=CCNC(=O)c1ccccc1S(=O)c1ccccc1C#N (stereo unspecified) | x | -14
COc1ccccc1N1CCN(C(=O)CCNS(=O)(=O)c2ccc3c(c2)CCC(=O)N3)CC1 | -5 | i
Cc1cc(C)c2c(n1)nn1c(NCCCn3ccnc3)cc(C)nc21 | -3 | x
Cc1cccc(CN2CCN(CC(=O)NCCCN3CCCC3=O)C2=O)c1 | -7 | -131
CCc1ccc2[nH]cc(C(=O)N3CCCCCC3)c(=O)c2c1 | -2 | 19
CCOC(=O)C(NC(C)=O)(NS(=O)(=O)c1ccccc1)C(F)(F)F (stereo unspecified) | -3 | -14
CCOC(=O)CCCNC(=O)COC(=O)CCC(=O)c1ccc(F)cc1 | -25 | 8
COc1ccnc(Nc2cccc(C)c2)c1C#N | x | 9
CN(C)CCN1CCc2ccccc21 | x | 5
Cc1cc(C(F)(F)F)nn1C(=O)c1cccnc1Cl | x | -14
COC(=O)c1[nH]c2ccc(Br)cc2c1NC(=O)Oc1ccccc1 | x | -12
Nc1nc(N)nc(-c2cc(Cl)ccc2Cl)n1 | x | -14
O=C1CC(N(O)c2ccccc2)C(=O)N1c1cc(Cl)cc(Cl)c1 (stereo unspecified) | -2 | -11
COc1ccccc1NC(=O)c1cc2n(n1)C(C(F)(F)F)CC(c1ccc3c(c1)OCO3)N2 (stereo unspecified) | 21 | -10
CCOC(=O)C1=C(O)/C(=C\c2ccc(OC)c(OC)c2)N=C1C | x | 3
O=C(NCC(c1cccnc1)N1CCN(c2ccccc2F)CC1)Oc1ccccc1 (stereo unspecified) | -3 | -8
CC(=O)Oc1ccc2ccccc2c1C(NC(=O)Cc1ccccc1)c1ccccc1 (stereo unspecified) | x | 8
Cc1ccc(-n2ncc3c(NCc4ccccn4)ncnc32)c(C)c1 | -4 | -17
CCOc1cc2nc(-c3ccc(OC)c(OC)c3)nc(NCCCN3CCOCC3)c2cc1OC | x | 4
CCN(CC)S(=O)(=O)c1ccc(-c2nnc(SCC(=O)N3CCc4ccccc43)o2)cc1 | -1 | -4
COC(=O)c1ccc(CNC(=O)CSc2nnc(COc3ccccc3)n2C)o1 | -6 | x
Cn1nc(-c2ccc(Cl)cc2)c2cc(C(=O)N3CCC(N4CCCCC4)CC3)sc21 | -12 | x
COc1ccc(C)cc1S(=O)(=O)N(CC(N)=O)Cc1ccccc1 | -4 | -14
COCCN1CN(S(=O)(=O)c2ccc(Cl)cc2)c2nc3ccccc3nc21 | x | -15
CSc1nnc(CNC(=O)c2ccccc2)n1-c1cccc(C)c1 | -16 | 7
CCOC(=O)c1nc2sc3c(c2c(=O)[nH]1)CCCC3 | -1 | 10
COc1ccc(OC)c(NC(=O)C2CCN(c3cc(-c4ccccc4)nc4ncnn34)CC2)c1 | 0 | 7
